OX1R antag-1 = antagonists of human orexin 1 receptor (OX1R); AID 485270; actives 1.8% (n = 330,000); inhibition, % at 6.6 µM; OX1R-expressing cells, FRET antagonist read-out; in the data active means inhibition mostly above about 38%, no sharp cut-off; inactive means mostly below about 40%;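 further: 0% = agonist challenge alone and 100% = reference antagonist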
Target sequence (O43613 whole entry, looked up): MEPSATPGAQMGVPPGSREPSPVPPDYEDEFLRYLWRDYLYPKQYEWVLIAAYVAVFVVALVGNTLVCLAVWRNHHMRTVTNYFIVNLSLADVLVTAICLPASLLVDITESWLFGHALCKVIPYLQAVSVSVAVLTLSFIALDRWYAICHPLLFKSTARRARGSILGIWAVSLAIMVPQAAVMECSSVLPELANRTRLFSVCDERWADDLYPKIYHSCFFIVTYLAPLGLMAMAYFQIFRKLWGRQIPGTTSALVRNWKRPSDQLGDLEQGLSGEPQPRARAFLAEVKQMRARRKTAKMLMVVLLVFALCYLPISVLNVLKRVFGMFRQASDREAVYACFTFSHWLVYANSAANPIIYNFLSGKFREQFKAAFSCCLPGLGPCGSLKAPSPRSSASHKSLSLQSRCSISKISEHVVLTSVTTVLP
OX1R antag-2 = human HCRTR1 antagonism; CHO/OX1R cells, Fluo-8 calcium fluorescence, orexin A; inhibition, % at 5 µM; actives 0.43% (n = 330,000); AID 434989;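 active means inhibition above its plate's threshold, mean inhibition of all tested compounds on the plate plus 3 SD, cut at about 37% in these data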;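 further: 0% = orexin A challenge wells and 100% = SB-334867-A antagonist wells; not every result past the cut was called active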
CHT PAM = allosteric activators of human choline transporter CHT. Q9GZV3. CHT-expressing cells, membrane potential dye, choline EC20; hits give high values; LV-AA mutant CHT in HEK293 cells. B-score at 10 µM. actives 0.49% (n = 310,000);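 active means initial fluorescence not abnormally high and integrated response B-score, plate-corrected, over 3 SD above library mean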
Target sequence (Q9GZV3 whole entry, looked up): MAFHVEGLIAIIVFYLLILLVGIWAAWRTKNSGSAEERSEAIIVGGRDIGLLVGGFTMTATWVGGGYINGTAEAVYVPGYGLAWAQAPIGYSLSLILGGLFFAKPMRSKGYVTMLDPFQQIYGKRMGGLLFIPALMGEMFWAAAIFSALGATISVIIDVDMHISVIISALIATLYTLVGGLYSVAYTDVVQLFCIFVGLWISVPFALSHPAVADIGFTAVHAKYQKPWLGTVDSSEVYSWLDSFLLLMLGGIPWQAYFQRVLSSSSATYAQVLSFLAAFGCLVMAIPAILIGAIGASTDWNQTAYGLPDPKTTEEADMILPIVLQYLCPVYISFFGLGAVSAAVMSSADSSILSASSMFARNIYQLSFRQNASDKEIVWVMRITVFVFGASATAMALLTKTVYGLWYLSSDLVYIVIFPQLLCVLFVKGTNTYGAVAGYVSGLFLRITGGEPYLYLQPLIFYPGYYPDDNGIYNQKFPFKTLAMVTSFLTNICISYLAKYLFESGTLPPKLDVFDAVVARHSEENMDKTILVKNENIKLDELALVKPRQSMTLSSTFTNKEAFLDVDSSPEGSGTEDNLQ
Numbers without * were called inactive; i = inactive; · = not tested or not shown.

Start of the data: the first four entries (preview)
SMILES	OX1R antag-1	OX1R antag-2	CHT PAM
CCCCN1C(Nc2ccccc2)=NC[C@@H]1C	5.0	5.3	i
O=C(c1ccco1)N1N=C(c2ccc3nccnc3c2)CC1c1ccccc1 (stereo unspecified)	17.4	-21.8	i
COc1cc(/C=C2\N=C(c3ccccc3)OC2=O)ccc1OC(C)=O	19.3	-10.5	i
CCOC(=O)c1sc(NC(=O)CSc2nc3c(cc2C#N)CCCCC3)c(C#N)c1C	15.1	-20.5	i

This part in full, previewed entries included:
SMILES	OX1R antag-1	OX1R antag-2	CHT PAM
CCCCN1C(Nc2ccccc2)=NC[C@@H]1C	5.0	5.3	i
O=C(c1ccco1)N1N=C(c2ccc3nccnc3c2)CC1c1ccccc1 (stereo unspecified)	17.4	-21.8	i
COc1cc(/C=C2\N=C(c3ccccc3)OC2=O)ccc1OC(C)=O	19.3	-10.5	i
CCOC(=O)c1sc(NC(=O)CSc2nc3c(cc2C#N)CCCCC3)c(C#N)c1C	15.1	-20.5	i
Oc1ccc(N2CCN(C(=S)NCc3ccccc3)CC2)cc1	2.6	-9.7	i
COC(=O)c1sccc1NC(=O)c1cc(-c2cccc(C)c2)nc2ccccc12	17.8	-12.2	i
CCCCOc1ccc(/C=N/NC(=O)c2csc(C)c2C)cc1	25.1	-27.8	i
CN(Cc1ccc(Cl)cc1)C(=O)c1ccc2ccccc2n1	8.4	-0.5	i
Cc1ccc(-n2c(CNC(=O)c3cccs3)nnc2SCC(=O)NO)cc1	6.0	-21.5	i
Cc1cccc(-n2c(-c3csc4ccccc34)n[nH]c2=S)c1	7.8	-21.4	i
Cc1[nH][nH]c(=O)c1C(c1c(C)[nH][nH]c1=O)c1cn(Cc2cccc3ccccc23)c2ccccc12	34.3	-31.0	i
O=C1NC(NS(=O)(=O)c2ccccc2)(C(F)(F)F)C(=O)N1c1ccc(F)cc1 (stereo unspecified)	4.2	5.2	i
COc1ccc(CNCCNC(=O)c2ccco2)c(OC)c1OC	18.4	-4.7	i
CC(C)CC(=O)Nc1ccc2oc(-c3cccnc3)nc2c1	10.6	-35.8	i
Cc1c(NC(=O)c2ccccc2NS(=O)(=O)c2ccc(F)cc2)c(=O)n(-c2ccccc2)n1C	11.9	-9.4	i
O=C(Nc1ccc(CN2CCS(=O)(=O)CC2)cc1)c1ccc(Cl)cc1	5.8	-23.8	i
COc1cc(/C=C2/C(=N)N3OC(C)=CC3=NC2=O)ccc1OC(=O)c1ccco1	11.3	3.5	i
Cc1ccc(C)c(CSc2nnc([C@@H](N)C(C)C)o2)c1	5.4	-17.1	i
COc1cccc(C(=O)C[n+]2ccccc2/C=N/O)c1	26.8	-2.3	i
CC1(C)CC(NC(=O)c2cccc(S(=O)(=O)Nc3cccc(Cl)c3)c2)CC(C)(C)N1	-0.2	4.8	·
c1ccc(-c2ncc(CSc3nncn3-c3ccccc3)s2)cc1	23.0	-18.5	i
C=CCOC(=O)C1=C[C@@H](c2cn(C(C)=O)c3ccccc23)C[C@@H](OCc2ccc(CO)cc2)O1	28.2	-21.1	i
CCC(CC)NC(=O)CN(c1ccccc1OC)S(=O)(=O)c1cccs1	11.8	-26.4	i
CCOc1ccc(/C(O)=C2/C(=O)C(=O)N(CCN(C)C)C2c2ccccc2)cc1Cl (stereo unspecified)	20.2	-10.6	i
O=C(c1ccc(S(=O)(=O)Cc2ccccc2Cl)c([N+](=O)[O-])c1)N1CCN(c2ccccn2)CC1	55.4	-11.9	i
CCCn1c(=N)n(CC(=O)O)c2ccccc21	6.9	-9.6	i
Cc1ccsc1C1C(C#N)=C(N)N(N(C)C)C2=C1C(=O)CC(C)(C)C2 (stereo unspecified)	13.8	-20.0	i
CC[C@H](C)[C@@H]1NC(=O)c2cc([N+](=O)[O-])cc(F)c2OCC[C@@H](C(N)=O)NC(=O)[C@H](CCCCN)NC1=O	23.5	5.5	i
CC1CCC(NC(=O)Nc2cccs2)CC1 (stereo unspecified)	16.2	-8.4	i
CN(Cc1nc2c(s1)CCCC2)C(=O)CCc1nnc(-c2ccc3c(c2)OCO3)o1	17.9	-35.8	i
Cc1cc(NC(=O)COc2ccccc2)n(-c2ccccc2)n1	0.4	-16.6	i
CCOc1ccccc1CNC(=O)c1cc2occc2n1C	10.9	-36.1	i
COc1ccc(NC(=O)C(C)N(c2ccc(C)cc2)S(C)(=O)=O)c(OC)c1 (stereo unspecified)	3.1	-28.6	i
CCC(C)c1ccccc1N1CC(C(=O)NCCc2ccc(OC)c(OC)c2)CC1=O (stereo unspecified)	27.8	-8.4	i
O=C(CC1CCCCC1)NCc1ccccc1Cl	9.4	-32.4	i
O=C(NCc1ccc(OC(F)(F)F)cc1)c1cccc2c1C(=O)c1ccc(N3CCCC3)cc1S2(=O)=O	2.1	13.9	·
Fc1cccc(CCN2CCNC[C@@H]2CC2CCCCC2)c1	-0.5	-14.0	·
CCc1ccc(OCC(=O)N/N=C2\CC(=O)c3ccccc32)cc1	17.4	-38.9	i
Cc1cc(NC(=O)C2CCCO2)ccc1Br (stereo unspecified)	6.3	-6.8	i
O=S(=O)(NCC(c1cccnc1)N1CCN(Cc2ccccc2)CC1)c1ccc(Cl)cc1 (stereo unspecified)	30.9	-25.0	i
Cc1ccc(OCC(=O)NNC(=O)Cn2nnc(-c3ccccc3)n2)cc1	13.1	-16.1	i
CN(C)CCN1CC(O)=C(c2nc3ccccc3s2)C1=N	18.8	3.1	i
COC(=O)c1ccc(C(=O)OC)c(NC(=O)c2cccnc2)c1	5.0	-5.6	i
Cc1cc(C)cc(NC(=S)N2CCN(c3ccccn3)CC2)c1	-5.7	-9.1	i
O=C(c1ccccc1)N(Cc1ccco1)C1CCS(=O)(=O)C1 (stereo unspecified)	10.5	2.4	i
COc1ccc(S(=O)(=O)NCC2CCCN(C(=O)C3CCCC3)C2)cc1 (stereo unspecified)	33.0	-11.1	i
CCOc1ccc(-n2cnc3sc4c(c3c2=O)CCCC4)cc1	6.8	-42.3	i
Cc1cc(C)cc(NS(=O)(=O)c2ccc(NC(=S)NC(=O)c3ccc(Br)o3)cc2)c1	42.5	10.9	i
COc1cc(Cc2cc(N)nc(N)n2)cc(OC)c1OC	-7.1	-15.8	i
Cc1ccc(S(=O)(=O)N(C)C)cc1NC(=O)COC(=O)c1sc2cc(Cl)ccc2c1Cl	10.8	-14.0	i
CCOc1ccccc1NC(=O)CS(=O)(=O)c1cn(CC(=O)N2CCOCC2)c2ccccc12	19.5	-23.9	i
COc1cc(C(=O)Nc2cccc(-c3nc4cc(C)ccc4o3)c2)cc(OC)c1OC	42.3	-15.8	i
O=C(CN1C(=O)C2CCCCC2C1=O)Nc1nc2ccc(F)cc2s1 (stereo unspecified)	14.9	-4.5	i
CN(C(=O)c1cc(S(=O)(=O)N2CCCCC2)c[nH]1)C1CCCCC1	3.1	-18.3	i
COc1ccc(S(=O)(=O)Nc2ccc(OCC(=O)O)cc2)c2ccccc12	3.2	-5.9	i
CCC(CC)c1nnc(NC(=O)C2CCCO2)s1 (stereo unspecified)	8.1	-11.8	i
O=C1NC(c2ccccc2Cl)=N/C1=C/c1ccco1	12.8	-3.7	i
CCCC(=O)NCc1ccc2c(c1)cc(C)n2C	16.6	-8.3	i
CO/N=C(/CS(=O)(=O)Cc1ccccc1Cl)c1ccc(Cl)cc1Cl	12.4	-45.2	i
COC(=O)c1ccc(CN(C)S(=O)(=O)c2cccs2)cc1	6.5	-1.8	i

Reprinted from the listing (2 entries):
SMILES	OX1R antag-1	OX1R antag-2	CHT PAM
COc1ccc(S(=O)(=O)NCC2CCCN(C(=O)C3CCCC3)C2)cc1 (stereo unspecified)	33.0	-11.1	i
CCOc1ccc(-n2cnc3sc4c(c3c2=O)CCCC4)cc1	6.8	-42.3	i

Further compounds
SMILES	OX1R antag-1	OX1R antag-2	CHT PAM
CN(C)S(=O)(=O)c1cccc(C(=O)Nc2ccc(Cl)cn2)c1	4.8	-9.6	i
O=C(NNc1ccccn1)c1ccccc1CC[N+](=O)[O-]	25.1	-4.0	i
Cc1nccn1CC(=O)N/N=C/c1cccc(O)c1	9.5	-10.7	i
CCc1ccc(C(=O)COC(=O)CCc2nc3ccccc3c(=O)[nH]2)cc1	14.5	-25.9	i
COc1ccc(-n2cnc3sc4c(c3c2=O)CCCC4)cc1	6.6	-27.1	i
Cc1c(C(=O)NCCSCc2ccc(Cl)cc2Cl)cccc1[N+](=O)[O-]	32.0	-8.2	i
Cc1ccccc1/C=C/c1nc2ccccc2c(=O)[nH]1	40.2	-19.5	i
COc1ccc(C2(c3ccc(OC)cc3)NC(=O)N(CC(=O)NC3CCCC3)C2=O)cc1	17.3	-23.2	i
Cn1c2ccccc2c(=O)c2ccc(C#Cc3ccccn3)cc21	33.6	-34.2	i
CN(C)c1ccc(NC(=O)CN2C(=O)c3ccccc3C2=O)cc1	7.4	-5.5	i
COc1ccc(CCC(=O)Nc2ccc(S(=O)(=O)N3CCCC3)cc2)cc1OC	4.5	-0.8	·
COc1ccc(C)cc1-n1nnnc1SCC(=O)Nc1cc(C)on1	14.9	5.8	i
O=C(Nc1nnc(-c2ccco2)o1)c1ccc(S(=O)(=O)N2CCCC2)cc1	-2.3	-10.4	i
CCC(C(=O)Nc1ccccn1)c1ccccc1 (stereo unspecified)	19.2	-0.9	i
O=[N+]([O-])c1ccc(NC(=S)NCc2ccc(F)cc2)cc1	26.6	-21.6	i
COc1cc(C)c(N(C(C)=O)c2ccccc2)c(C)c1	7.2	-9.0	i
CC(c1ccccc1)c1nnc(NC(=O)Nc2ccccc2)s1 (stereo unspecified)	21.2	-27.1	i
CCOC(=O)C(C#N)c1ccccn1 (stereo unspecified)	4.4	0.5	i
O=C(COC(=O)c1ccco1)NCc1ccc(F)cc1	19.9	0.6	i
COc1ccc(-n2c3c(cc(C(=O)Nc4cccc(C)n4)c2=O)C(=O)CC(C)(C)C3)cc1	0.7	-4.3	i
C/C(CC(O)(/C=N/O)c1ccccc1)=N\O (stereo unspecified)	5.8	-7.3	i
CC(C(=O)NCC1CCCO1)n1cc([N+](=O)[O-])cn1 (stereo unspecified)	1.0	4.2	i
Cc1ccc(S(=O)(=O)Cc2ccc(C(=O)N3CCc4ccccc4C3)o2)cc1	8.8	-25.7	i
O=C(NC1CCCCC1)c1ccccc1NC(=O)C1CC1	16.9	-4.4	i
COc1ccc(-n2cnc3cc(NC(=O)c4ccco4)ccc32)cc1	9.6	-9.1	i
O=S(=O)(NC1c2cccc3cccc(c23)C1Sc1ncccn1)c1ccccc1 (stereo unspecified)	10.2	-5.2	i
CCN(CC(=O)Nc1ccccc1C(F)(F)F)C(=O)C1CCN(C(=O)Nc2ccccc2)CC1	4.5	-12.2	·
COc1cccc(NC(=O)CSc2nc(C3CC3)nc3ccccc23)c1	32.8	-22.5	i
COc1cccc(NC(=O)CN(C)C(=O)c2cccc(S(=O)(=O)N3CC4(C)CC3CC(C)(C)C4)c2)c1 (stereo unspecified)	10.6	-26.4	·
COc1cc(/C=C/C(=O)/C=C(O)/C=C/c2ccc(O)c(OC)c2)ccc1O	2.5	40.9	·

Overlap with the part before: four entries; new compounds follow.
SMILES	OX1R antag-1	OX1R antag-2	CHT PAM
CCN(CC(=O)Nc1ccccc1C(F)(F)F)C(=O)C1CCN(C(=O)Nc2ccccc2)CC1	4.5	-12.2	·
COc1cccc(NC(=O)CSc2nc(C3CC3)nc3ccccc23)c1	32.8	-22.5	i
COc1cccc(NC(=O)CN(C)C(=O)c2cccc(S(=O)(=O)N3CC4(C)CC3CC(C)(C)C4)c2)c1 (stereo unspecified)	10.6	-26.4	·
COc1cc(/C=C/C(=O)/C=C(O)/C=C/c2ccc(O)c(OC)c2)ccc1O	2.5	40.9	·
Cc1ccc(CNS(=O)(=O)c2ccc3c(c2)NC(=O)C(C)S3)cc1 (stereo unspecified)	9.5	-13.6	i
Cc1cc(C)cc(NC(=S)N(CCN(C)C)C(C)c2cccnc2)c1 (stereo unspecified)	0.4	-10.6	i
Cc1cc([N+](=O)[O-])nn1Cc1noc(C(=O)NCc2ccc3c(c2)OCO3)n1	13.2	-5.0	i
CCOc1cc(C(=O)OC(C)C(=O)Nc2ncc(Cl)cc2Cl)ccc1OCC(=O)N1CCOCC1 (stereo unspecified)	20.4	-24.8	i
CCCCC(=O)NCCc1ccc(S(N)(=O)=O)cc1	9.6	0.1	i
CCCCOC(=O)c1ccc(NC(=O)CSCc2n[nH]c(=O)[nH]2)cc1	7.6	-1.1	i
COc1ccc(CN=C(C)c2c(C(F)(F)F)[nH]n(-c3nc4ccccc4s3)c2=O)cc1	12.8	-35.4	i
Cc1ccsc1C(=O)N1CCCC(CCC(=O)N2CCN(c3ccccn3)CC2)C1 (stereo unspecified)	8.0	-31.4	i
Cc1nn(CC(=O)NCCc2ccccc2)c(=O)c2ccccc12	15.4	-13.4	i
OCCN(CC(O)COc1ccccc1)CC(O)Cn1ccc2ccccc21 (stereo unspecified)	7.8	-17.8	i
CCN1C(=NCCOC)N[C@@H](CCc2ccccc2)[C@H](C(=O)OC)[C@H]1C	8.5	-7.3	i
C[C@H](NC(=O)N1CCn2c1nc1ccccc12)C(=O)NCc1ccc(F)cc1	18.9	-16.6	i
Cn1ccc(NC(=O)Nc2ccc(Cl)cc2)n1	22.9	-9.4	i
COc1cc(C)c(S(=O)(=O)N2CCOCC2)c(C)c1C	22.5	6.4	i
O=C(Nc1nnc(C2CC2)o1)c1ccc(S(=O)(=O)N2CCCc3ccccc32)cc1	14.8	-12.5	i
Cc1ccc2[nH]c(=O)c(CN3CCCCC3)c(-c3ccccc3)c2c1	8.5	-16.9	i
